Screens from PubChem.
M. tuberculosis HTS – M. tuberculosis growth inhibition, HTS (AID 449762) | 330,000 tested, 0.59% active | inhibition, % at 25 µM; hits with a dose series show IC50 in µM | M. tuberculosis H37Rv growth inhibition, 7H9 media; higher % means a stronger effect; in the data active means a potency from the dose series; inconclusive means inhibition above about 70% without an active follow-up result;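 further: bacterial growth assessed after seven days of incubation; strong numbers were not always called active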
tuberculosis growth – growth inhibition of non-replicating M. tuberculosis (AID 488890) | Mycobacterium tuberculosis non-replicating, growth inhibition; higher % means a stronger effect | inhibition, % at 25 µM, or IC50 in µM where a hit was titrated | 320,000 tested, 0.39% active; in the data active means a potency from the dose series; inconclusive means inhibition mostly from about 82% at the one dose, without a potency; inactive means the rest, 99 in 100 with inhibition below about 76%;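 further: plate controls were DMSO cells for no effect and high antibiotic wells for full effect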
VEEV TC-83 Vero – inhibitors of VEEV TC-83 cytopathic effect, confirmation, Vero cells (AID 588727); Vero cells, VEEV TC-83 cytopathic effect inhibition; higher % means a stronger effect; inhibition, % at 20 µM; hits with a dose series show IC50 in µM; 350,000 tested, 0.13% active; in the data active means a potency from the dose series; inconclusive means inhibition mostly from about 14% at the one dose, without a potency; inactive means the rest, 99 in 100 with inhibition below about 12%; further: strong numbers were not always called active
H1N1 NS1A inhibition – NS1A inhibition, H1N1 influenza, cell based functional assay (AID 504329); NS1A functional cell-based assay, percent inhibition; higher % means a stronger effect; one-dose inhibition, % at 12.5 µM; IC50 in µM for titrated hits; 340,000 tested, 0.3% active; in the data active means a potency from the dose series; inconclusive means inhibition above about 27% without an active follow-up result; further: strong numbers were not always called active
Salmonella PhoP GFP – PhoP regulon inhibitors, Salmonella typhi PhoP promoter GFP reporter, confirmatory (AID 1850). inhibition, % at 50 µM; hits with a dose series show IC50 in µM. Salmonella Typhi PhoP-promoter GFP reporter, fluorescence, 4 h; higher % means a stronger effect. 310,000 tested, 0.33% active; in the data active means a potency from the dose series; inconclusive means inhibition mostly from about 25% at the one dose, without a potency; inactive means the rest, 99 in 100 with inhibition below about 19%;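 further: 0% = induced wells with vehicle and 100% = uninduced wells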
VEEV TC-83 Vero 10K pilot screen – second read-out of VEEV TC-83 Vero, no call of its own (marks repeat the call); inhibition, %; measured here: 10K pilot screen inhibition
Numbers without * were called inactive; i = inactive; ? = inconclusive; . = no result given; & = joins results of further samples; ! = a repeat was not active.

SMILES	M. tuberculosis HTS	tuberculosis growth	VEEV TC-83 Vero	H1N1 NS1A inhibition	Salmonella PhoP GFP	others
CC(=O)Nc1ccc(NC(=O)C(C)OC(=O)C2CC(=O)N(CCc3ccccc3)C2)cc1 (stereo not drawn)	-1%	-1%	7.0%	2%	1%
CN(C)CCNc1ccc(-c2nn(C)c(=O)c3ccccc23)cc1[N+](=O)[O-]	15%	27%	i	-9%	8%
CC(=O)N1N=C(c2ccc(Br)cc2)CC1c1cn(C)c2ccccc12 (stereo not drawn)	17%	31%	6.9%	2%	-10%
O=C(COc1ccccc1)Nc1ccc(N2CCN(C(=O)c3ccco3)CC2)cc1	7%	63%	i	8%	-4%
CN(CCO)c1cc(N2CCN(C(=O)c3ccco3)CC2)c2nonc2c1[N+](=O)[O-]	-9%	12%	1.5%	-1%	-2%
COc1ccc(OCc2cc(C(=O)N(C)Cc3nccn3C)no2)c2ccccc12	-21%	10%	9.2%	14%	-9%
CC(C)Cn1c(=O)c(C(=O)Nc2ccncc2)c(O)c2ccccc21	?	2.9µM*	i	-13%	3%
CCc1nnc(NC(=O)CSc2nnc(COc3cccc(C)c3)o2)s1	8%	?	3.7%	5%	0%
O=C(O)Cn1nc(-c2ccc(Cl)cc2)ccc1=O	3%	-5%	0.9%	-4%	-16%
CCSc1nc(N)c2c3c(sc2n1)CN(C)CC3	2%	5%	.	.	-5%
O=[N+]([O-])c1ncc(Br)cc1Nc1ccccc1	3%	-1%	0.3%	9%	2%
CN(Cc1ccccc1)C(=O)C1CCN(S(=O)(=O)c2cccc3nsnc23)CC1	0%	-8%	1.8%	-3%	-5%
CC(NC(=O)C1CCCCC1)C(=O)NC1=NCCS1 (stereo not drawn)	-13%	0%	0.5%	24%	-16%
N#C/C(=C(/O)COc1cccc2ccccc12)c1nc2ccccc2[nH]1	8%	5%	4.8%	4%	-7%
Cc1ccc(CNC(=O)CCc2c(C)nc3ncnn3c2C)cc1	-9%	2%	2.0%	19%	-3%
Cc1cccc(OCC(=O)Nc2cc(S(=O)(=O)N3CCOCC3)ccc2N2CCCC2)c1C	8%	-3%	5.2%	8%	10%
CC(C)(C)OC(=O)C(C(=O)OC(C)(C)C)c1ccc(Cl)nn1	9%	3%	1.7%	1%	0%
Cc1nn(CC(=O)N(C)C2CCS(=O)(=O)C2)c(C)c1[N+](=O)[O-] (stereo not drawn)	-4%	-17%	1.4%	-7%	5%
COc1cc(/C=N/n2c(SC)nnc(C(C)(C)C)c2=O)ccc1O	9%	-15%	1.8%	2%	7%
CCCNS(=O)(=O)c1ccc(OCC(=O)OC)cc1	-2%	-5%	0.4%	4%	0%
O=C(NC(Nc1cc(C(F)(F)F)ccc1Cl)C(=O)c1ccccc1)c1ccccc1 (stereo not drawn)	-8%	-1%	i	0%	-8%
COCCn1c(=NC(=O)CSCC(=O)NC2CCCCC2)sc2cc(OC)ccc21	4%	0%	0.2%	1%	15%
Cc1ccc(CCNC(=O)CN(C)S(=O)(=O)c2ccc3c(c2)c(=O)n(C)c(=O)n3C)cc1	-6%	0%	2.6%	-4%	.
CCc1cccc(C)c1NC(=O)CN(C)Cc1cccc(F)c1	6%	9%	i	-7%	-1%
CNc1ccccc1C(C)(C)c1cc(-c2ccco2)n[nH]1	-5%	0%	0.4%	9%	-6%
O=C(CN1C(=O)CSc2ncccc21)N1CCOCC1	1%	2%	2.4%	1%	18%
COc1cc(CNn2c(C)n[nH]c2=S)cc(Cl)c1OCC(=O)NC(C)(C)C	-6%	-11%	0.2%	1%	3%
O=C(CSc1nc(=O)n2ccccc2n1)NCc1ccccc1Cl	-5%	-17%	0.9%	0%	1%
Cc1ccc(C(=O)Nc2ncc(Cc3ccc(SC(F)F)cc3)s2)cc1	-4%	-9%	i	-7%	-22%
CCn1c(SCC(=O)NCc2ccc(F)cc2)nc2c(c1=O)SC(C)C2 (stereo not drawn)	-5%	.	5.2%	-1%	3%
Cc1ccccc1C(=O)NC(C(N)=O)P(=O)(OC(C)C)OC(C)C (stereo not drawn)	0%	-3%	i	-10%	0%
Cc1ccc(Nc2nc(Cl)nc(NC(C)(C)C)n2)cc1	15%	78%	1.4%	-5%	-1%
COc1ccccc1C(=O)N1CCN(c2nc3cc(C)c(C)cc3cc2C#N)CC1	11%	74%	8.4%	22%	-3%
Cc1cc(C)cc(N2C(=O)CC(c3ccccc3)CC2=O)c1	-17%	4%	0.5%	-3%	.
O=C(C1=C[C@@H](c2ccc3c(c2)OCO3)C[C@@H](OCc2ccc(CO)cc2)O1)N1CCOCC1	5%	23%	0.1%	7%	-7%	VEEV TC-83 Vero 10K pilot screen=1.6
CC(C)C(c1nnnn1Cc1cccs1)N1CCN(C2CCCC2)CC1 (stereo not drawn)	-5%	-10%	0.4%	1%	-10%
Cc1cc(C)n(C2=NS(=O)(=O)c3ccccc32)n1	-6%	-11%	i	2%	0%
O=C(NC(c1ccccc1)c1ccccc1)N1CCOCC1	-1%	11%	0.5%	-17%	-18%
Cc1ccc(=O)n(C(C(=O)NCc2ccco2)C(=O)c2ccc(F)cc2)c1 (stereo not drawn)	15%	12%	0.0%	4%	-1%
CNC(C)c1cc(OC)ccc1OC (stereo not drawn)	4%	3%	i	-7%	7%
CN(C)S(=O)(=O)c1ccc(NC(=O)CSc2nnnn2C)cc1	-2%	5%	0.6%	13%	14%
COc1cccc(N2[C@@H](CC(=O)O)c3ccc(/C=C/C(=O)O)cc3S2(=O)=O)c1	-9%	-14%	1.0%	-11%	7%
CC(=O)Nc1ccc(/C=C/c2ccc3c([N+](=O)[O-])cccc3n2)cc1	14%	10%	3.8%	12%	-11%
CCC1CCCCN1C(=O)COc1ccccc1NC(C)=O (stereo not drawn)	0%	12%	i	-1%	2%
COc1ccccc1NS(=O)(=O)c1ccc(NC(=O)c2[nH]nc(OC)c2[N+](=O)[O-])cc1	-1%	16%	3.6%	-2%	-1%
COC(=O)CCN(C(=O)c1cc([N+](=O)[O-])cc([N+](=O)[O-])c1)c1ccccn1	-5%	-4%	0.4%	-2%	-1%
CCC(C)NC(=O)c1ccccc1NC(=O)C(C)N(c1ccccc1)S(C)(=O)=O (stereo not drawn)	-4%	-12%	i	2%	-11%
CC(C)Nc1nc(NC(C)C)nc(Oc2ccc(OCc3ccccc3)nn2)n1	0%	9%	8.9%	-8%	-2%

Grouped by structure: the compounds so far containing a Cl atom
SMILES	M. tuberculosis HTS	tuberculosis growth	VEEV TC-83 Vero	H1N1 NS1A inhibition	Salmonella PhoP GFP	others
O=C(O)Cn1nc(-c2ccc(Cl)cc2)ccc1=O	3%	-5%	0.9%	-4%	-16%
CC(C)(C)OC(=O)C(C(=O)OC(C)(C)C)c1ccc(Cl)nn1	9%	3%	1.7%	1%	0%
O=C(NC(Nc1cc(C(F)(F)F)ccc1Cl)C(=O)c1ccccc1)c1ccccc1 (stereo not drawn)	-8%	-1%	i	0%	-8%
COc1cc(CNn2c(C)n[nH]c2=S)cc(Cl)c1OCC(=O)NC(C)(C)C	-6%	-11%	0.2%	1%	3%
O=C(CSc1nc(=O)n2ccccc2n1)NCc1ccccc1Cl	-5%	-17%	0.9%	0%	1%
Cc1ccc(Nc2nc(Cl)nc(NC(C)(C)C)n2)cc1	15%	78%	1.4%	-5%	-1%

Next part:
SMILES	M. tuberculosis HTS	tuberculosis growth	VEEV TC-83 Vero	H1N1 NS1A inhibition	Salmonella PhoP GFP	others
CCCCN(CCCC)c1ncnc2nc[nH]c12	43%	61%	3.5%	-4%	-4%
CC1CCC(C(C)C)C(OC(=O)Cn2c(-c3ccc(Br)cc3)[n+](C)c3ccccc32)C1 (stereo not drawn)	?	?	i	-5%&4%	49µM*!
CCOC(=O)C1CCN(C(=O)COc2cc(C)c(Br)cc2C)CC1	65%	70%	1.8%	-23%	-23%
CC(OC(=O)c1ccccc1O)C(=O)Nc1ccc(Cl)cn1 (stereo not drawn)	?	68%	2.6%	-55%	6%
CCN(CC)c1ccc(CN(C(=O)c2ccco2)C2CCS(=O)(=O)C2)cc1 (stereo not drawn)	1%	-6%	0.9%	7%	0%
COc1cc2c(cc1OC)C(C(=O)N1CCCCC1)C(c1ccccc1F)N(C)C2=O (stereo not drawn)	-1%	-16%	2.1%	1%	2%	VEEV TC-83 Vero 10K pilot screen=2.3
Cc1cc(-n2cnnn2)cc(C)c1S(=O)(=O)N(C)c1ccccc1	-5%	13%	1.2%	4%	-13%
Cc1ccc(CC2C(=O)N(CC(=O)O)C(=O)C2C)cc1 (stereo not drawn)	-12%	19%	3.5%	2%	-8%
CCN(CC)Cc1cc(C(C)(C)C)cc(N2CCOCC2)c1O	.	.	1.3%	3%	.
OC[C@@H]1CC[C@@H](Cc2ccc(-c3ccccc3)cc2)O1	.	.	2.7%	0%	.
Cc1ccc(Cn2nc(C)c(NC(=O)c3noc4c3CCCCC4)c2C)cc1	4%	17%	i	-5%	5%
O=C(CCS(=O)(=O)c1ccccc1)Nc1ccc2c(c1)OCO2	-4%	5%	1.0%	-4%	2%

Among those listed so far, these have a thiophene ring, fused or not.
SMILES	M. tuberculosis HTS	tuberculosis growth	VEEV TC-83 Vero	H1N1 NS1A inhibition	Salmonella PhoP GFP	others
CCSc1nc(N)c2c3c(sc2n1)CN(C)CC3	2%	5%	.	.	-5%
CC(C)C(c1nnnn1Cc1cccs1)N1CCN(C2CCCC2)CC1 (stereo not drawn)	-5%	-10%	0.4%	1%	-10%

(list continues)
SMILES	M. tuberculosis HTS	tuberculosis growth	VEEV TC-83 Vero	H1N1 NS1A inhibition	Salmonella PhoP GFP	others
CC(C)C(C(=O)NC(C)(C)C)N1C(=O)c2ccccc2C1=O (stereo not drawn)	-4%	-5%	4.0%	-45%	-10%
COc1ccccc1C(=O)OCc1c(F)cccc1Cl	-2%	8%	1.6%	2%	-7%
O=C(Nc1ccc2c(c1)CCC2)C1CCCN(c2ncccn2)C1 (stereo not drawn)	8%	7%	i	0%	0%
CCCc1nc2oc3c(=O)[nH]cnc3c2c2c1CCCC2	-1%	-21%	0.9%	4%	-16%
CC(C)(C)NC(=O)c1ccc2c(c1)C1C3CCC(C3)C1C(c1ccccc1)N2 (stereo not drawn)	41%	52%	0.1%	-9%	3%
O=C(Cn1nnnc1CN1CCOCC1)N1CCC(c2cccc(Cl)c2)C1 (stereo not drawn)	2%	-3%	3.3%	19%	-5%
O=C(NNc1ccccc1C(F)(F)F)c1sccc1Br	10%	-5%	0.9%	-23%	-6%
CCN(Cc1ccccc1)C(=O)CCNS(=O)(=O)c1ccc2c(c1)CC(C)N2C(C)=O (stereo not drawn)	5%	-17%	1.2%	-12%	-3%
Cc1cccc(C)c1NC(=O)CN(C)C(=O)c1ccccc1Sc1ccccc1C#N	4%	18%	1.2%	-12%	.
COc1ccc(C(c2sc3nc(C)nn3c2O)N2CCc3ccccc3C2)cc1 (stereo not drawn)	4%	9%	0.6%	5%	7%
CCOC(=O)N1CCN(C(=O)COC(=O)C2CCN(S(=O)(=O)c3c(Cl)cccc3Cl)CC2)CC1	100%	8%	5.0%	-9%	-2%
O=C(CCn1nnc(-c2cccs2)n1)N1CCc2ccccc2C1	0%	32%	0.7%	5%	-9%
CC(=O)Nc1ccc(S(=O)(=O)N2CCN(S(=O)(=O)c3ccc(F)c(F)c3F)CC2)cc1	6%	-20%	i	18%	9%
Cc1ccc(N(C)C(=O)c2cc(S(=O)(=O)N3CCCCC3)c[nH]2)cc1	-3%	3%	8.5%	5%	-8%
O=S(=O)(Cc1ccccc1Cl)NCCc1ccc(F)cc1	-3%	4%	i	-8%	2%
COc1ncccc1-c1nnn(-c2ccc(F)cc2)n1	8%	27%	1.1%	-5%	7%
CCOc1cc(C(C(=O)NCC2CCCO2)N(C(=O)Cn2nnc3ccccc32)c2ccccc2C)ccc1O (stereo not drawn)	4%	2%	4.4%	-22%	4%
CCOC(=O)COc1cc(-n2c(=S)[nH]c3ccccc3c2=O)c(Cl)cc1Cl	7%	45%	i	-12%	-6%
Cn1c(N2CCN(C(=O)Nc3ccc(F)cc3)CC2)nc2ccccc21	7%	-6%	6.5%	-4%	-9%
Cc1nc2cc(N3CCCCC3)c(NC(=O)c3ccncc3)cc2c(=O)n1Cc1ccccc1	.	.	9.5%	7%	.
O=C(c1ccc(Cn2cc([N+](=O)[O-])cn2)o1)N1N=C(C(F)F)CC1(O)C(F)F (stereo not drawn)	-6%	49%	0.8%	-4%	-2%
O=S1(=O)CCOC[C@H](Cc2ccccc2)N1Cc1ccc(Cl)cc1	4%	7%	i	5%	5%
COc1ccc(N(Cc2cc3cccc(C)c3[nH]c2=O)S(=O)(=O)c2ccc(Cl)cc2)cc1	6%	10%	9.9%	4%	2%
O=C(Cc1cccs1)Nc1ccccc1C(=O)O	4%	49%	0.8%	-3%	1%
